Pf growth 48h: Primary qHTS for delayed death inhibitors of the malarial parasite plastid, 48 hour incubation; AID 504832, 2011; P. falciparum luciferase growth in erythrocytes, 48 h; Potency, µM (doses to about 28.7 µM), for the others: at the highest dose activity change, negative = inhibition, hits mostly inhibitors; hit rate 5.9% among 310,000; also: potency is read from the fitted curve at half-maximal effect; % is scaled to controls: 0 for no effect and ±100 for the full control effect
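Firefly luciferase activity from engineered P. falciparum reports growth; inhibitors lower the luminescent signal. Cultures contained 2% hematocrit erythrocytes at 0.1% final parasitemia.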
Pf growth 96h: Primary qHTS for delayed death inhibitors of the malarial parasite plastid, 96 hour incubation. P. falciparum luciferase reporter growth, 96 h. Potency, µM (top dose mostly 28.7 µM), inactives show top-dose activity change, negative = inhibition, actives largely listed as inhibitors. hit rate 6.9% among 320,000. AID 504834, 2011; also: potency is read from the fitted curve at half-maximal effect; % is scaled to controls: 0 for no effect and ±100 for the full control effect
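Delayed-death screen, second-generation endpoint: infected erythrocytes, 2% hematocrit, 0.05% parasitemia final; 96 hours at 37 C, 5% CO2; luciferase detection reagent; luminescence decrease equals reduced growth.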
Shiga toxin inh: A qHTS for Small Molecule Inhibitors of Shiga Toxin; Vero cells, Shiga toxin protein synthesis inhibition reporter; inhibition, % at 38.7 µM; hit rate 9.2% among 290,000; AID 2315, 2010; in the data active = inhibition mostly above about 28%, no sharp cut-off; inactive = mostly below about 43%; also: 0% is about no effect
LmPK inhibitor: qHTS Assay for Inhibitors of Leishmania Mexicana Pyruvate Kinase (LmPK) | purified LmPK, Kinase-Glo ATP luminescence, 1 h | Potency, µM (titrated, usually from 57.5 µM), inactives show top-dose activity change, negative = inhibition, most hits filed as inhibitors | Q27686 | hit rate 0.37% among 290,000; also: potency is read from the fitted curve at half-maximal effect; % is scaled to controls: 0 for no effect and ±100 for the full control effect
Target sequence (Q27686 whole entry, looked up): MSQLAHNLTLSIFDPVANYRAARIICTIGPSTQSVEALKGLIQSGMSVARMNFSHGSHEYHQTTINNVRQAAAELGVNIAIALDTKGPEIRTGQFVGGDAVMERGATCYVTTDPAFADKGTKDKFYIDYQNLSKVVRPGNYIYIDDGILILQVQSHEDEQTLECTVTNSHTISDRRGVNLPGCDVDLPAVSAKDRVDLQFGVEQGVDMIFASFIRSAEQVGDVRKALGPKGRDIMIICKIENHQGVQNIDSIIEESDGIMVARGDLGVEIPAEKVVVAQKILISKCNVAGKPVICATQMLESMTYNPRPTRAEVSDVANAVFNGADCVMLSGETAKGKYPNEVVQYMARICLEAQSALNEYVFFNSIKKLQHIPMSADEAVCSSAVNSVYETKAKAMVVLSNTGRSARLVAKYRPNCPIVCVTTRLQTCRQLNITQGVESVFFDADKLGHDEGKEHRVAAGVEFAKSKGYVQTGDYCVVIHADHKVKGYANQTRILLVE
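Kinase-Glo luminescence read after 1 h RT reaction of 0.1 nM LmPK with 0.5 mM PEP and 0.1 mM ADP. Activity scaled between uninhibited and enzyme-free controls.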
TbPYK inhibitor: qHTS of Trypanosoma Brucei Inhibitors; TbPYK enzyme, Kinase-Glo Plus ATP luminescence, 45 min; Potency, µM (top dose mostly 76.8 µM), for inactives: at the highest dose activity, negative = inhibition, most hits filed as inhibitors; hit rate 0.12% among 410,000; AID 624173, 2012; also: potency is read from the fitted curve at half-maximal effect; % is scaled to controls: 0 for no effect and ±100 for the full control effect; nearly all actives have a fitted effect of over 50% in size
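ADP (130 uM final) triggers the TbPYK reaction after compound addition; incubation is 45 min at room temperature. Kinase-Glo Plus is then added and luminescence imaged. Normalized data are fitted to concentration-effect curves.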
CHX counter: Cycloheximide Counterscreen for Small Molecule Inhibitors of Shiga Toxin; cell reporter, cycloheximide protein synthesis inhibition counterscreen; max response, %; hit rate 12% among 300,000; AID 2314, 2010; in the data active = max response mostly above about 13%, no sharp cut-off; inactive = mostly below about 14%; also: read at 38.3 µM for the half of the compounds with a filed dose; 0% is about no effect
AMA1-RON2 inh: qHTS for Inhibitors of AMA1-RON; Towards Development of Antimalarial Drug Lead: Primary Screen; Plasmodium falciparum AMA1 (3D7) - RON2 peptide interaction; AlphaScreen AMA1-biotinylated RON2 peptide binding; Potency, µM (top dose mostly 58.2 µM), for inactives: at the highest dose activity change, negative = inhibition, most hits filed as inhibitors; hit rate 0.2% among 360,000; AID 720542, 2013;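 also: potency is read from the fitted curve at half-maximal effect; 0% = vehicle wells and -100% = peptide control; nearly all actives have a fitted effect of over 45% in size; some results filed as inactive show a strong effect at the top dose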
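AMA1 (3D7) with his tag at 25 nM final met compounds first, then biotinylated RON2 peptide at 25 nM; detection used donor plus acceptor beads, 10 µg/mL apiece, read by AlphaScreen after 30 min at room temperature.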
Numbers without * were called inactive; u = inconclusive; x = not tested or not shown; [ ] = another dose, or the depositor's remark. Unless noted, calls follow the shape of the dose curve; as a rule, active = well fitted curve in the direction sought with a large enough effect; inconclusive = small, poorly fitted or top-dose-only effect, or another doubt; inactive = no such curve, though single readings can be large; an effect the other way counts as inactive or inconclusive.

SMILES	Pf growth 48h	Pf growth 96h	Shiga toxin inh	LmPK inhibitor	TbPYK inhibitor	CHX counter	AMA1-RON2 inh
Cc1nc([N+](=O)[O-])c(Br)n1CC(=O)c1ccccc1	u	x	-16	-9%	-2%	10	-6%
COc1ccc(NC(=O)CN(C)C(=O)c2c(C)nn(Cc3ccccc3)c2C)cc1	-1%	18%	x	x	4%	x	14%
CCOc1ccc(CNC(=O)C(CC)n2nc(C)n3c(cc4occc43)c2=O)cc1OC (centres undefined)	0%	u	-11	-2%	-7%	-3	6%
COc1cccc(CNC(=O)Cc2ccc(-n3c(=O)[nH]c4ccccc4c3=O)cc2)c1	12%	0%	-12	3%	5%	8	2%
O=C(Nc1cccc(NC(=O)c2ccccc2)n1)c1ccccc1	1%	u	x	2%	-18%	11	7%
CC(C)CN(C(=O)CCC(=O)OCC(=O)NCCc1ccccc1)c1c(N)n(CC(C)C)c(=O)[nH]c1=O	-19%	1%	-2	-2%	-1%	-1	31%[activator]
O=C(CSc1nc2ccc(S(=O)(=O)N3CCOCC3)cc2[nH]1)N1CCOCC1	x	1.9µM*	-24	-1%	-27%	-1	-12%
CC(C)(C)c1ccccc1OCCN1CCCC1	10%	3%	-14	7%	-2%	-7	-13%
CC(C)CSc1nc2c(c(=O)[nH]c(=O)n2C)n1CC(O)COc1cccc2ccccc12 (centres undefined)	u	11%	-10	2%	u	-4	-14%
COC(=O)CC1=C(C(=O)OC)[C@@H](c2ccccc2[N+](=O)[O-])C(C#N)=C(N)O1	-2%	u	-9	1%	-5%	-3	11%
CC(=O)Nc1cccc(S(C)(=O)=O)c1	5%	7%	4	3%	10%	0	-15%
CCOC(=O)C1(Cc2cccc(F)c2)CCN(Cc2cn(CC)nc2C)CC1	0%	u	-3	0%	1%	-1	11%
Cc1cccc(NC(=O)C23CCC(C)(C(=O)O2)C3(C)C)c1 (centres undefined)	1%	14%	10	0%	4%	7	8%
COc1ccccc1N(CC(O)COc1ccccc1)S(=O)(=O)c1ccccc1 (centres undefined)	u	u	-3	3%	-9%	-3	10%
CC(=O)Nc1ccc(NC(=O)COc2cc(O)c3c(c2)OC(C)(C)CC3=O)cc1	4%	-6%	20	2%	2%	12	8%
Cc1cccc(NC(=O)CN(CC2CCCO2)C(=O)c2oc3ccc(F)cc3c2C)c1C (centres undefined)	u	u	x	x	-8%	x	3%
COc1ccc(/C(O)=C2/C(=O)C(=O)N(CCN(C)C)C2c2ccccn2)cc1OC (centres undefined)	16%	u	-6	-6%	-4%	6	101%[activator]
COc1ccc(C(=O)NCC(=O)OCc2c(Cl)cccc2Cl)cc1OC	u	36%[activator]	x	x	1%	x	-10%
CC(=O)NS(=O)(=O)c1ccc(NC(=O)c2cc(-c3cccs3)nc3ccccc23)cc1	31%[activator]	62%[activator]	-12	-2%	-4%	-2	-8%
CSc1ccc(/C=C/C(=O)OCC(=O)NCC2CCCO2)cc1 (centres undefined)	4%	0%	x	x	5%	x	-10%
CCOC(=O)N1CCN(C(=O)c2cc(COc3ccc(Cl)cc3OC)on2)CC1	3%	u	-6	-12%	3%	-2	-4%
CCOc1ccc(CNC(=O)CCCc2cn(C)c3ccccc23)cc1	3.7µM*	4%	6	4%	-1%	-3	-25%
CCOC(=O)c1c(NC(=O)c2nn(CC)cc2Br)sc2c1CCCCC2	-5%	x	15	1%	6%	-1	35%[activator]
NC(=O)c1cc(Br)cc(C2CCCCC2)c1O	u	u	-18	1%	4%	-2	-2%
COc1ccc(NC(=O)CCS(=O)(=O)c2ccc3c(c2)CCN3C(C)=O)cc1	6%	12µM*	1	8%	-6%	-3	3%
O=C(CCc1nc2ccccc2s1)OCc1ccccc1	-21%	-4%	20	-5%	3%	-1	17%[11.6 µM]
COc1ccc(NC2c3ncccc3C(=O)N2Cc2cccs2)cc1 (centres undefined)	5%	16%	-9	4%	-7%	-5	-5%
COCCN(CC(=O)NCc1ccc(OC)cc1)C(=O)CCC(=O)Nc1nccs1	14%	x	-4	-9%	-6%	-3	-4%
Cc1cccc(NC(=O)Cn2c(=O)n(CCC(=O)NC3CCCC3)c(=O)c3ccccc32)c1	4%	2.1µM*	-1	-4%	2%	-4	7%
Cc1cccc(C(=O)NCCC(=O)N2CCc3ccccc3C2)c1	-17%	-22%	x	x	-1%	x	-3%

Next part, overlapping the part above by 6 compounds.
SMILES	Pf growth 48h	Pf growth 96h	Shiga toxin inh	LmPK inhibitor	TbPYK inhibitor	CHX counter	AMA1-RON2 inh
COc1ccc(NC(=O)CCS(=O)(=O)c2ccc3c(c2)CCN3C(C)=O)cc1	6%	12µM*	1	8%	-6%	-3	3%
O=C(CCc1nc2ccccc2s1)OCc1ccccc1	-21%	-4%	20	-5%	3%	-1	17%[11.6 µM]
COc1ccc(NC2c3ncccc3C(=O)N2Cc2cccs2)cc1 (centres undefined)	5%	16%	-9	4%	-7%	-5	-5%
COCCN(CC(=O)NCc1ccc(OC)cc1)C(=O)CCC(=O)Nc1nccs1	14%	x	-4	-9%	-6%	-3	-4%
Cc1cccc(NC(=O)Cn2c(=O)n(CCC(=O)NC3CCCC3)c(=O)c3ccccc32)c1	4%	2.1µM*	-1	-4%	2%	-4	7%
Cc1cccc(C(=O)NCCC(=O)N2CCc3ccccc3C2)c1	-17%	-22%	x	x	-1%	x	-3%
CCC(=O)N1c2ccc(S(=O)(=O)NCCc3ccc(OC)c(OC)c3)cc2CC1C (centres undefined)	-6%	12%	-4	-11%	-1%	-11	14%
CCc1c(C)nc2ncnn2c1N1CCC(C(=O)Nc2cccc(C(C)=O)c2)CC1	u	42%[activator]	-2	3%	9%	-2	-7%
CCc1nnc(NC(=O)CSC(=S)N2CCOCC2)s1	-21%	-14%	-17	-1%	5%	-1	0%
O=C(CCN1C(=O)C2C3CCC(C3)C2C1=O)Nc1ccc(Br)cc1 (centres undefined)	36%[activator]	7%	-38	0%	5%	12*	-9%
Cc1nnc(SC(C)C(=O)N(C)C2CCCCC2)n1N (centres undefined)	-16%	u	x	x	1%	x	29%
CN(CC(=O)Nc1ccc(Cl)c(Cl)c1)C(=O)CNC(=O)Cc1ccccc1	18%	-17%	x	x	2%	x	14%
O=C(Nc1ccc(Nc2ccncc2)cc1)c1ccc(Nc2ccnc3ccc([N+](=O)[O-])cc23)cc1	0.093µM*	0.093µM*	-5	4%	11%	1	1%
S=C(NCc1ccc(Cl)cc1)NC1CCCCC1	-41%	7%	-6	-4%	1%	1	9%
Oc1ccc(-c2nncn2-c2ccccc2)cc1	5%	0%	-8	-3%	2%	2	-7%
Cc1ccc(-c2nnn(CC(=O)Nc3cccc4c3CCCC4)n2)o1	-11%	x	-11	3%	-3%	-4	-16%
CCc1ccc(NC(=O)NCCN2CCN(c3ccc(OC)cc3)CC2)cc1	-1%[0.00184 µM]	13µM*	-9	4%	-6%	-4	-15%
Cn1ccsc1=NC(=O)c1ccc(OC(F)(F)F)cc1	47%[activator]	80%[activator]	83*	-15%	0%	36*	6%
COc1ccc(C)cc1N(CC(=O)NC1CCCC1)C(=O)CCC(=O)Nc1nc(C)cs1	u	u	-18	2%	-5%	-4	-1%
Nc1ccc(C(=O)OCC(=O)N2CCN(C(=O)c3ccco3)CC2)cc1[N+](=O)[O-]	16%	23%	-6	0%	1%	4	-7%
CC(CCC(=O)Nc1nncs1)C(=O)O (centres undefined)	-1%	12µM*	5	1%	-1%	-4	0%
CN(C)c1nc(-c2ccccc2)nnc1C(F)(F)F	30%[activator]	48%	-8	0%	-7%	-3	1%
CCOC(=O)[C@H]1[C@H]2COc3ccc(C)cc3[C@@H]2N2C(=O)[C@@H](CO)NC(=O)[C@@]12C	29%	22%	x	x	0%	x	4%
CC(C(=O)N1CCCC1)N1CCN(S(=O)(=O)c2ccc(C(C)(C)C)cc2)CC1 (centres undefined)	0.83µM*	0.47µM*	x	x	0%	x	3%
CCCC(=O)NCCCc1nc2ccccc2n1CC	14%	16%	-7	0%	2%	-2	-5%
CCN(CC)S(=O)(=O)c1ccc(N2CCCCC2)c(NC(=O)c2ccncc2)c1	u	u	35*	4%	0%	12	12%
Cc1ccc(N2C(=O)/C(=C/N3CCN(C(=O)c4ccco4)CC3)C(=O)NC2=S)cc1C	16%	13%	-14	6%	-15%	2	2%
Cc1nn(CC#N)c(=O)n1-c1ccc(C(C)C)cc1	u	0%	-9	-5%	0%	-6	3%
CCOC(=O)N1CCC(NS(=O)(=O)c2ccc(C#N)cc2)CC1	u	14%	3	1%	-2%	-2	-21%
CC(CCc1ccccc1)NC(=O)COc1cc(F)ccc1[N+](=O)[O-] (centres undefined)	43%	0%	-14	12%	4%	-4	1%
COc1ccc(NC(=O)CSc2sc3c(O)cc(=O)[nH]c3c2C#N)c(OC)c1	-9%	u	-6	-3%	-16%	-7	6%
Cc1ccc(C)c(C(=O)Cn2ncc(Cl)c(Cl)c2=O)c1	u	x	-20	-6%	2%	15	0%
COc1ccccc1CCn1cnc2c3cc(C)ccc3n(C)c2c1=O	u	u	16	14%	-2%	2	-8%
C=CCn1c(N)c(C(=O)NCC2CCCO2)sc1=S (centres undefined)	10%	28%	-10	2%	0%	-6	16%
c1ccc2oc(SCc3cn4ccsc4n3)nc2c1	128%[activator]	u	119*	-18%	10%	50*	-9%
Cc1cccc(N(CC(=O)Nc2ccc(-c3nc4ccc(C)cc4s3)cc2)S(C)(=O)=O)c1	104%[activator]	-5%	146*	1%	-7%	43*	8%
CCCN(CC(=O)Nc1ccccc1OC)C(=O)c1ccc(=O)[nH]c1	3%	49%[activator]	-6	-2%	12%	-3	6%
CC(C)=C1C2CCC1C1C(=O)N(NC(=O)COc3ccc(Cl)c(C)c3)C(=O)C21 (centres undefined)	-5%	x	-11	1%	-1%	1	53%[activator]
O=c1/c(=C/c2ccccc2)sc2nnc(-c3cccs3)n12	-1%	u	-5	-13%	-8%	-2	1%
CCC(C)[C@H](NC(=O)OC(C)(C)C)C(=O)NCC1CCC(C(=O)N[C@@H](Cc2ccccc2)C(=O)O)CC1 (some centres undefined)	u	-17%	-7	1%	0%	-1	6%
CCOc1ccc(C(=O)/C=C/Nc2ccc(S(=O)(=O)N=C(N)N)cc2)cc1	15%	-91%	62*	3%	1%	23*	5%
Cc1ccc(OC(=O)c2ccc3c(=O)n4c(nc3c2)CCC4)cc1	-2%	11%	x	x	1%	x	-7%
COc1cccc(C(=O)Oc2cc(-c3ccccc3)no2)c1	x	29%	-37	-9%	4%	14	-6%
Cc1[nH]c(=O)[nH]c(=O)c1S(=O)(=O)N1CCCC(C(=O)NCCc2ccc(Cl)cc2)C1 (centres undefined)	8%	-10%	-25	6%	1%	-4	3%
Cc1ccc(S(=O)(=O)NC(CC(=O)NC2CCCC2)c2ccco2)cc1 (centres undefined)	u	6%	6	1%	-6%	3	12%
